# Bioassay records (PubChem BioAssay)
# NSD2 block = inhibitors of human NSD2 methyltransferase. inhibition, % at 12.5 µM. NSD2-SET H3K36me1 DELFIA fluorescence, biochemical. 44,000 tested, 0.07% active. O96028. AID 624260; in the data active means inhibition above about 54%, passing the limit was not always enough; inconclusive means no clear call, values can overlap the other calls;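 further: inhibitors reduce the monomethyl H3K36 fluorescence signal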
# Target sequence (O96028 whole entry, looked up): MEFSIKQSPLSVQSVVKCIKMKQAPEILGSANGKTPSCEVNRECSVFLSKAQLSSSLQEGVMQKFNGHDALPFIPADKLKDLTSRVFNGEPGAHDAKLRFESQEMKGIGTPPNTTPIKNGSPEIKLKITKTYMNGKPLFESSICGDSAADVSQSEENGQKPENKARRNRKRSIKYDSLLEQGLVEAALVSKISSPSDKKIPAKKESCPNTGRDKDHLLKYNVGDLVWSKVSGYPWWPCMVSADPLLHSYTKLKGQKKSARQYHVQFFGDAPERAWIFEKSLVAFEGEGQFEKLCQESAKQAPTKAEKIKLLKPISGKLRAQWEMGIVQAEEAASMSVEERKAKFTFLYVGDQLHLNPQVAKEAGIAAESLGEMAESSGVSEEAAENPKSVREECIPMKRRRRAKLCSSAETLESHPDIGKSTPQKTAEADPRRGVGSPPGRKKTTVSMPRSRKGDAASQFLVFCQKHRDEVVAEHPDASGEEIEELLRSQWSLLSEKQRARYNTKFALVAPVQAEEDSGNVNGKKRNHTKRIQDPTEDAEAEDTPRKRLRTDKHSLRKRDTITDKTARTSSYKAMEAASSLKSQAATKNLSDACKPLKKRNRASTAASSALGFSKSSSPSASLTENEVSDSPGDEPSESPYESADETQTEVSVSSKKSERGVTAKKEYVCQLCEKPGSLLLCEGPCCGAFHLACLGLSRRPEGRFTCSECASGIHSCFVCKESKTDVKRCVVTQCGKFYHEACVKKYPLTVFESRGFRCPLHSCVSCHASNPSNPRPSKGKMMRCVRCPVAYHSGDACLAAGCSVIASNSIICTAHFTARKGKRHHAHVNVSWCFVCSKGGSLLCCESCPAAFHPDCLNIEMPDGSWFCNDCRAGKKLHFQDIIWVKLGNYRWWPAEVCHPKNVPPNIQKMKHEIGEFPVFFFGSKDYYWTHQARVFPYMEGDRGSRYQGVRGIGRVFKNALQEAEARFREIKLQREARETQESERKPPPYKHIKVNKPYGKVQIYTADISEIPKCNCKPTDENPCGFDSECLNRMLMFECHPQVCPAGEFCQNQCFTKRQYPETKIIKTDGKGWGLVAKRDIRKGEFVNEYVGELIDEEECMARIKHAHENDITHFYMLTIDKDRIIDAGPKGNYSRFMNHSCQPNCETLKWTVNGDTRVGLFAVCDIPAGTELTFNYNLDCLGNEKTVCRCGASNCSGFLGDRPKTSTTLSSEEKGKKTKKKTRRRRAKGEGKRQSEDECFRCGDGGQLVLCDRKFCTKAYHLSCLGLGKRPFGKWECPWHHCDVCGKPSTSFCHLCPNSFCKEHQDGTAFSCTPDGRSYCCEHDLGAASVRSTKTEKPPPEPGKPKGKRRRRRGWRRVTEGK
# The depositor's hits bear a star; ? = inconclusive. A portion of the library; rates above refer to the full screens.
cpd | Compound | NSD2 block
1 | C[C@@H]1CN([C@H](C)CO)S(=O)(=O)c2ccc(C#CC3(O)CCCC3)cc2O[C@@H]1CN(C)C(=O)c1cccnc1 | 5.4
2 | COc1ccc(NC(=O)N(C)C[C@H]2Oc3ncc(C#C[C@H](C)O)cc3C(=O)N([C@@H](C)CO)C[C@@H]2C)cc1 | 1.7
3 | C/C=C/c1ccc2c(c1)O[C@@H](CN(C)C(=O)Cc1cccnc1)[C@@H](C)CN([C@@H](C)CO)S2(=O)=O | -7.4
4 | CC(C)[C@H](C)NC(=O)N(C)C[C@H]1OCc2ccccc2-c2ccccc2C(=O)N([C@H](C)CO)C[C@@H]1C | 6.5
5 | C/C=C/c1ccc2c(c1)O[C@@H](CN(C)C(=O)c1cccc(F)c1)[C@H](C)CN([C@H](C)CO)S2(=O)=O | -5.5
6 | C[C@@H]1CN([C@H](C)CO)C(=O)c2cc(NS(C)(=O)=O)ccc2O[C@@H]1CN(C)C | -4.5
7 | Cc1noc(C)c1NC(=O)N(C)C[C@H]1Oc2ccc(NC(=O)Nc3cccc4ccccc34)cc2C(=O)N([C@@H](C)CO)C[C@@H]1C | -0.4
8 | C/C=C/c1ccc2c(c1)O[C@@H](CN(C)C(=O)c1ccccc1)[C@H](C)CN([C@@H](C)CO)S2(=O)=O | 16.2
9 | CNC[C@H]1Oc2c(NC(=O)Nc3ccc(C(F)(F)F)cc3)cccc2C(=O)N([C@H](C)CO)C[C@H]1C | 0.9
10 | Brc1ccc2[nH]c3c(c2c1)CCCC3NCc1ccccc1 (stereo not given) | 7.8
11 | COc1cccc(-c2ccc3c(c2)O[C@H](CN(C)C(=O)C2CCOCC2)[C@H](C)CN([C@H](C)CO)S3(=O)=O)c1 | -8.4
12 | C=C1CCC2(C(=O)OC3OC(CO)C(O)C(O)C3OC3OCC(O)C(O)C3O)CCC3(C)C(=CCC4C5(C)CCC(OC6OC(CO)C(O)C(O)C6O)C(C)(CO)C5CCC43C)C2C1 (stereo not given) | 1.9
13 | CC(C)CC#Cc1ccc2c(c1)O[C@@H](CN(C)Cc1ccccc1)[C@H](C)CN([C@@H](C)CO)S2(=O)=O | -1.5
14 | C[C@H]1CN([C@@H](C)CO)C(=O)c2cc(NC(=O)Nc3ccccc3)ccc2O[C@H]1CN(C)C(=O)Nc1ccccc1 | 0.4
15 | COc1cc2ccc(=O)oc2c(O[C@@H]2O[C@H](CO)[C@@H](O)[C@H](O)[C@H]2O)c1OC | 3.6
16 | CNC[C@@H]1Oc2ccc(NC(=O)CCC(F)(F)F)cc2CC(=O)N([C@H](C)CO)C[C@@H]1C | -0.6
17 | Cc1noc(C)c1NC(=O)N(C)C[C@@H]1OCCCC[C@H](C)Oc2ccc(NS(=O)(=O)c3c(C)noc3C)cc2C(=O)N([C@@H](C)CO)C[C@H]1C | 1.7
18 | C[C@@H]1CN([C@@H](C)CO)C(=O)c2cc(-c3ccccc3)cnc2O[C@H]1CN(C)C(=O)c1ccccc1F | -0.6
19 | COc1ccccc1S(=O)(=O)N[C@H]1CC[C@@H](CC(=O)N2CCCCC2)O[C@H]1CO | 0.7
20 | COC(=O)CCCCCCC(=O)N/N=C/c1cc(O)ccc1Br | -2.3
21 | C/C=C/c1cnc2c(c1)C(=O)N([C@@H](C)CO)C[C@H](C)[C@H](CN(C)Cc1ccncc1)O2 | 4.6
22 | C=C1C2=CC(=O)O[C@@H](c3ccoc3)[C@]2(C)CCC1[C@@]1(C)C=CC(=O)C(C)(C)[C@@H]1CC(=O)OC (stereo not given in full) | -0.2
23 | COCC#Cc1cnc2c(c1)C(=O)N([C@@H](C)CO)C[C@@H](C)[C@@H](CN(C)C)O2 | 2.1
24 | C[C@H](CO)N1C[C@H](C)[C@@H](CN(C)S(C)(=O)=O)Oc2c(NC(=O)c3nc4ccccc4s3)cccc2C1=O | -1.0
25 | C[C@H](CO)N1C[C@H](C)[C@@H](CN(C)Cc2ccncc2)Oc2ncc(C#Cc3cccnc3)cc2C1=O | -5.3
26 | C[C@H](CO)N1C[C@H](C)[C@@H](CN(C)S(=O)(=O)c2ccc(Cl)cc2)Oc2ccc(NC(=O)Nc3cccc4ccccc34)cc2C1=O | 2.1
27 | CNC[C@H]1OCCCC[C@H](C)Oc2ccc(NC(=O)C3CCCCC3)cc2C(=O)N([C@@H](C)CO)C[C@@H]1C | 0.1
28 | Nc1nonc1N1CCCCC1 | 4.8
29 | CC(C)NC(=O)Nc1ccc2c(c1)C(=O)N([C@H](C)CO)C[C@@H](C)[C@H](CN(C)CC1CCCCC1)OCCCC[C@@H](C)O2 | -5.4
30 | C[C@H](CO)N1C[C@H](C)[C@@H](CN(C)Cc2ccc3c(c2)OCO3)Oc2c(NC(=O)NC3CCCCC3)cccc2C1=O | -2.2

# Values in list order from the list.
# Entries 12–21 in NSD2 block: 1.9, -1.5, 0.4, 3.6, -0.6, 1.7, -0.6, 0.7, -2.3, 4.6

# Reformatted with each value named: two of the compounds above
24	C[C@H](CO)N1C[C@H](C)[C@@H](CN(C)S(C)(=O)=O)Oc2c(NC(=O)c3nc4ccccc4s3)cccc2C1=O
  NSD2 block = -1.0

25	C[C@H](CO)N1C[C@H](C)[C@@H](CN(C)Cc2ccncc2)Oc2ncc(C#Cc3cccnc3)cc2C1=O
  NSD2 block = -5.3

# The main list resumes, repeating the 3 entries before the break.
cpd | Compound | NSD2 block
28 | Nc1nonc1N1CCCCC1 | 4.8
29 | CC(C)NC(=O)Nc1ccc2c(c1)C(=O)N([C@H](C)CO)C[C@@H](C)[C@H](CN(C)CC1CCCCC1)OCCCC[C@@H](C)O2 | -5.4
30 | C[C@H](CO)N1C[C@H](C)[C@@H](CN(C)Cc2ccc3c(c2)OCO3)Oc2c(NC(=O)NC3CCCCC3)cccc2C1=O | -2.2
31 | C[C@H]1CN([C@@H](C)CO)C(=O)c2cc(-c3ccccc3F)cnc2O[C@H]1CN(C)C | -31.6
32 | COc1ccc(NC(=O)Nc2ccc3c(c2)C(=O)N([C@@H](C)CO)C[C@@H](C)[C@@H](CN(C)Cc2ccc(Cl)c(Cl)c2)O3)cc1 | -0.3
33 | Cc1noc(C)c1NC(=O)Nc1ccc2c(c1)C(=O)N([C@H](C)CO)C[C@@H](C)[C@H](CN(C)C(=O)Nc1cccc3ccccc13)OCCCC[C@@H](C)O2 | -1.0
34 | C[C@@H]1CN([C@@H](C)CO)S(=O)(=O)c2ccc(-c3cncnc3)cc2O[C@@H]1CN(C)C(=O)Cc1cccnc1 | 3.4
35 | C[C@@H]1CN([C@H](C)CO)C(=O)c2cc(NC(=O)Nc3cccc4ccccc34)ccc2O[C@@H](C)CCCCO[C@H]1CN(C)Cc1ccccc1 | -0.8
36 | C[C@@H]1CN([C@@H](C)CO)C(=O)c2cccc(NS(=O)(=O)c3ccccc3)c2O[C@H]1CN(C)Cc1ccc(Oc2ccccc2)cc1 | -3.0
37 | CCCC#Cc1ccc2c(c1)O[C@@H](CN(C)C(=O)NC(C)C)[C@H](C)CN([C@@H](C)CO)S2(=O)=O | -3.7
38 | C[C@@H]1CN([C@H](C)CO)C(=O)c2cc(C3=CCCCC3)cnc2O[C@H]1CN(C)Cc1ccncc1 | 1.4
39 | Cc1noc(C)c1S(=O)(=O)N(C)C[C@H]1OCCCC[C@@H](C)Oc2ccc(NS(=O)(=O)c3ccccc3)cc2C(=O)N([C@@H](C)CO)C[C@H]1C | -0.1
40 | Cc1noc(C)c1S(=O)(=O)Nc1ccc2c(c1)C(=O)N([C@H](C)CO)C[C@@H](C)[C@H](CN(C)CC1CCCCC1)OCCCC[C@@H](C)O2 | 0.4
41 | C[C@@H]1CN([C@@H](C)CO)C(=O)c2cc(NC(=O)Nc3ccccc3)ccc2O[C@@H](C)CCCCO[C@H]1CN(C)C(=O)c1ccccc1 | 5.9
42 | C[C@@H]1CN([C@@H](C)CO)C(=O)Cc2cc(NC(=O)CCCN(C)C)ccc2O[C@H]1CN(C)CC1CCCCC1 | 5.5
43 | C[C@@H]1CN([C@H](C)CO)C(=O)c2cc(NC(=O)CCCN(C)C)ccc2O[C@H]1CN(C)C(=O)Nc1ccc(F)cc1 | ?
44 | C[C@@H]1CN([C@@H](C)CO)C(=O)Cc2cc(NC(=O)Nc3ccc(F)cc3)ccc2O[C@H]1CN(C)Cc1ccc(C(F)(F)F)cc1 | -6.5
45 | C[C@@H]1CCCCO[C@H](CN(C)S(=O)(=O)c2ccccc2)[C@@H](C)CN([C@H](C)CO)C(=O)c2cc(NS(=O)(=O)c3cn(C)cn3)ccc2O1 | 3.6
46 | COc1ccccc1C#Cc1cnc2c(c1)C(=O)N([C@@H](C)CO)C[C@H](C)[C@@H](CN(C)C(=O)c1ccc3c(c1)OCO3)O2 | -0.8
47 | C[C@@H]1CCCCO[C@H](CN(C)S(=O)(=O)c2ccc(Cl)cc2)[C@@H](C)CN([C@H](C)CO)C(=O)c2cc(NS(=O)(=O)c3ccc(F)cc3)ccc2O1 | -2.1
48 | CNC[C@H]1Oc2ccc(NC(=O)Nc3cccc4ccccc34)cc2C(=O)N([C@@H](C)CO)C[C@@H]1C | -3.6
49 | COCC(=O)N(C)C[C@@H]1Oc2ncc(C#CC3(O)CCCC3)cc2C(=O)N([C@@H](C)CO)C[C@H]1C | 15.8
50 | C[C@H](CO)N1C[C@H](C)[C@H](CN(C)Cc2ccncc2)OCCCC[C@H](C)Oc2ccc(NS(=O)(=O)c3cccs3)cc2C1=O | 2.3
51 | Cc1cnc(NC(=O)C2C(=O)c3ccccc3S(=O)(=O)N2C)s1 (stereo not given) | -4.5
52 | C[C@@H]1CN([C@@H](C)CO)S(=O)(=O)c2ccc(C#Cc3ccncc3)cc2O[C@H]1CN(C)C | -3.8
53 | CNC[C@H]1Oc2cc(C#Cc3cccnc3)ccc2S(=O)(=O)N([C@@H](C)CO)C[C@@H]1C | -7.1
54 | C[C@H](CO)N1C[C@H](C)[C@@H](CN(C)Cc2ccc(Cl)c(Cl)c2)Oc2c(NC(=O)C3CCOCC3)cccc2C1=O | -1.3
55 | C[C@H](CO)N1C[C@H](C)[C@@H](CN(C)Cc2ccc(C(=O)Nc3ccccc3N)cc2)Oc2c(NS(=O)(=O)c3ccc(F)cc3)cccc2C1=O | 2.7
56 | C[C@@H]1CN([C@H](C)CO)C(=O)c2cc(NC(=O)CCC(F)(F)F)ccc2O[C@@H]1CN(C)Cc1ccccc1 | 8.5
57 | C[C@@H]1CN([C@@H](C)CO)C(=O)c2cccc(NC(=O)NC3CCCCC3)c2O[C@@H]1CN(C)C(=O)Nc1ccc(F)cc1 | -5.1
58 | CC(C)NC(=O)N(C)C[C@@H]1Oc2c(NC(=O)c3cnccn3)cccc2C(=O)N([C@H](C)CO)C[C@H]1C | 3.1
59 | CCCC#Cc1ccc2c(c1)O[C@@H](CN(C)C(=O)NC(C)C)[C@@H](C)CN([C@@H](C)CO)S2(=O)=O | 1.9
60 | COc1ccc(NC(=O)N(C)C[C@@H]2Oc3ccc(NC(=O)Nc4ccccc4)cc3CC(=O)N([C@H](C)CO)C[C@@H]2C)cc1 | -1.7

# Next section
cpd | Compound | NSD2 block
61 | CC12C(=O)OC(=O)C1(C)C1CCC2O1 (stereo not given) | 2.4
62 | C[C@@H]1CN([C@H](C)CO)C(=O)c2cc(NC(=O)CCN3CCOCC3)ccc2O[C@H]1CN(C)C | -0.9
63 | C[C@@H]1CCCCO[C@H](CN(C)CC2CC2)[C@@H](C)CN([C@H](C)CO)C(=O)c2cc(NC(=O)Nc3ccc(F)cc3)ccc2O1 | -0.5
64 | C[C@H](CO)N1C[C@H](C)[C@H](CN(C)C(=O)Nc2ccc(F)cc2)Oc2ccc(NC(=O)c3ccncc3)cc2CC1=O | -2.0
65 | O=C(CCCCCCC(=O)Nc1ccccc1O)N/N=C/c1cccc(Oc2ccccc2)c1 | -7.9
66 | C[C@@H]1CN([C@@H](C)CO)C(=O)c2cc(NC(=O)Nc3ccc(F)cc3)ccc2O[C@@H](C)CCCCO[C@@H]1CN(C)C(=O)c1ccccc1 | -3.1
67 | CNC[C@H]1Oc2ccc(NS(=O)(=O)c3cccs3)cc2CC(=O)N([C@@H](C)CO)C[C@@H]1C | 6.3
68 | CN(C)CC(=O)Nc1ccc2c(c1)[C@@H]1C[C@@H](CC(=O)NCc3cccnc3)O[C@@H](CO)[C@@H]1O2 | 1.3
69 | COCC#Cc1cnc2c(c1)C(=O)N([C@H](C)CO)C[C@H](C)[C@@H](CN(C)C(=O)Nc1cc(F)ccc1F)O2 | -8.1
70 | C[C@H](CO)N1C[C@H](C)[C@H](CN(C)C(=O)c2ccc3c(c2)OCO3)Oc2cc(C#Cc3ccccc3F)ccc2S1(=O)=O | -4.5
71 | C[C@H](O)C#Cc1cnc2c(c1)C(=O)N([C@@H](C)CO)C[C@@H](C)[C@H](CN(C)C(=O)c1ccc(F)cc1)O2 | 2.1
72 | CC(C)NC(=O)N(C)C[C@@H]1OCCCC[C@H](C)Oc2ccc(NC(=O)Nc3ccc(F)cc3)cc2C(=O)N([C@@H](C)CO)C[C@@H]1C | -2.9
73 | C[C@@H]1CCCCO[C@@H](CN(C)Cc2ccc(C(=O)Nc3ccccc3N)cc2)[C@@H](C)CN([C@H](C)CO)C(=O)c2cc(NC(=O)Nc3cccc4ccccc34)ccc2O1 | -2.5
74 | Cc1ccc(S(=O)(=O)N(C)C[C@H]2Oc3ccc(N(C)C)cc3C(=O)N([C@@H](C)CO)C[C@@H]2C)cc1 | -1.9
75 | CC(=O)N(C)C[C@@H]1Oc2cc(C#Cc3ccccc3F)ccc2S(=O)(=O)N([C@H](C)CO)C[C@H]1C | -1.3
76 | C[C@H](NC(=O)C[C@@H]1C[C@H]2c3cc(NC(=O)CN(C)C)ccc3O[C@H]2[C@H](CO)O1)c1ccccc1 | 4.7
77 | C[C@@H]1CN([C@@H](C)CO)C(=O)c2cc(NC(=O)C3CC3)ccc2O[C@H]1CN(C)Cc1ccc(Cl)c(Cl)c1 | -2.5
78 | Cc1ccc(S(=O)(=O)Nc2ccc3c(c2)CC(=O)N([C@@H](C)CO)C[C@@H](C)[C@H](CN(C)CC2CCCCC2)O3)cc1 | -11.9
